# C2C12 statin – suppression of simvastatin myotoxicity. C2C12 myotubes + simvastatin, ATP luminescence, 48 h; scaled: DMSO 0, geranylgeraniol control 100. rescue of ATP level, % at 7.49 µM. hit rate 0.78% among 330,000;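 active = mean ATP rescue above about 67%, or every replicate alone reaching that limit, limit read from the data, passing the limit was not always enough; inconclusive = no clear call, values can overlap the other calls; inactive = mean under the limit and some replicate under it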;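 note: myotubes were challenged with 10 µM simvastatin during compound exposure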
# Xi reactivation – reactivates the inactive X chromosome in mouse fibroblasts | XiGFP mouse fibroblasts, % GFP-positive cells imaging, 3 d; cells co-treated with 5-aza-dC sensitizer; scaled so ellipticine positive control = 100% | activation, % at 7.58 µM | hit rate 0.055% among 360,000;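 active = mean normalized replicate activation at least 10% and every replicate at or above 10%; inconclusive = only one of the two criteria met; inactive = mean below 10% and not all replicates reach 10%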;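 note: 0% = median of on-plate neutral control wells and 100% = ellipticine 6 µM median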
#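 assay system = SV40-immortalized XiGFP fibroblast cells, line 68-5-11 | buffer or medium = DMEM plus 5-aza-dC sensitizer | doses = single-point pinned compound dosing | times = 3-day compound exposure, then 15 min fixation at room temperature | benchmarks = positive control ellipticine, 6 µM final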
# ERAP1 HTS inh – ERAP1 (human) enzyme inhibition; Q9NZ08; recombinant ERAP1, Leu-AMC fluorescence, 60 min; inhibition, % at 10.7 µM; hit rate 0.15% among 340,000;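 active = mean replicate inhibition of at least 30%, or all replicates individually reaching that 30% level; inactive = mean below 30% and not every replicate reaching it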;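 note: 0% = neutral control wells and 100% = L-leucinethiol positive control wells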
# LGR2 antag – inhibitors of bursicon-induced Drosophila LGR2 receptor cAMP signaling; hit rate 0.35% among 380,000; HEK293 LGR2, CRE-luciferase, bursicon-stimulated, 4 h; inhibition, % at 9.99 µM; AID 720647;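 active = drop in luminescence signal, shown as inhibition above about 50% in the replicate tests, limit read from the data, passing the limit was not always enough; inconclusive = probably only some replicates passing the limit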;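 note: agonist challenge used bursicon conditioned medium at about half maximal strength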
# SIRT5 block – blocks human SIRT5 desuccinylation of peptide | AID 652115 | hit rate 1.1% among 330,000 | Q9NXA8 | inhibition, % at 15 µM | Purified SirT5, succinyl-peptide AMC, trypsin-coupled fluorescence; in the data active = inhibition above about 15%; inconclusive = no clear call, values can overlap the other calls
# Target sequence (Q9NXA8 whole entry, looked up): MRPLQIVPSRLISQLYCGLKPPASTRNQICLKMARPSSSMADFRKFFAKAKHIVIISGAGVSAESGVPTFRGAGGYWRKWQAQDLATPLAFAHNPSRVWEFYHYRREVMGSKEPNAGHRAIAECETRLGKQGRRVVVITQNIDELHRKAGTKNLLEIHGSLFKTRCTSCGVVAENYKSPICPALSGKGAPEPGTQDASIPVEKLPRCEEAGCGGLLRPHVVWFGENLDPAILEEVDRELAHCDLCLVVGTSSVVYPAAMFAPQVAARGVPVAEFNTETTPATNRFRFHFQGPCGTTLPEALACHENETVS
# S100A4 inh HTS – S100A4-myosin IIA interaction inhibition; S100A4/TAMRA-MyoIIA peptide fluorescence polarization; inhibition, % at 10.7 µM; hit rate 0.14% among 360,000;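 active = mean inhibition of at least 70% across replicates, with every replicate also reaching that level; inconclusive = mean inhibition reaches 70% but some replicates fall short; inactive = mean inhibition below 70%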
# Target sequence (P26447 whole entry, looked up): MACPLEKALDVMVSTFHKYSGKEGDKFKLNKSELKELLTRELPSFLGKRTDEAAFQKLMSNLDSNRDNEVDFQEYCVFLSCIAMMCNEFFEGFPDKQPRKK
#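 Compound dosing: one dose per compound; test system: human S100A4 monomer with TAMRA-labelled myosin IIA peptide; probe or stimulus: TAMRA-labelled myosin IIA heavy-chain peptide probe, 5 nM; medium: HEPES buffer with Ca2+, pH 7.2; schedule: 5 min incubation before reading; benchmarks: neutral control DMSO, positive control TFP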
# Cneo AK release – causes C. neoformans cell lysis; adenylate kinase release luminescence, 4 h; normalised: neutral wells 0, clomiphene wells 100; lysis activity, % at 15 µM; hit rate 0.2% among 360,000;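 active = mean lysis activity across replicates of at least 80%, whatever share of replicates individually reach that level; inactive = mean lysis activity below 80%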
#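 read-out = cell lysis signal | test system = log-phase Cryptococcus neoformans yeast cells | input = cells at 5 × 10^6 per mL | medium = fresh YPD growth medium | signal = luminescent adenylate kinase detection reagent | timing = 4 h at 37 °C static, read 1 h later | dosing = single dose | controls = Clomiphene as positive lysis control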
# PGC1a acetyl inh – PGC1a acetylation modulation, inhibitor mode; hit rate 0.17% among 350,000; inhibition, % at 15.6 µM; AID 651687; U2OS PGC1a acetylation, AlphaScreen anti-acetyl-lysine; with virally co-expressed GCN5 acetyltransferase;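 active = every replicate shows inhibition of at least 40%; inconclusive = mean inhibition at least 40% but some replicate below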;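 note: 0% = neutral control wells and 100% = positive control wells; some results beyond the cut were filed as inactive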
# The depositor's hits bear a star; ? = inconclusive; . = not tested or not shown. A portion of the library; count on the stated rates, not on these rows.
SMILES,C2C12 statin,Xi reactivation,ERAP1 HTS inh,LGR2 antag,SIRT5 block,S100A4 inh HTS,Cneo AK release,PGC1a acetyl inh
CC(C)C[C@H]1COc2cc(N(C)CCO)ccc2S(=O)(=O)N1,.,0.1,.,-17,-2,-9,.,.
C[C@H](CO)N1C[C@H](C)[C@H](CN(C)C(=O)Nc2ccc3c(c2)OCO3)Oc2c(NC(=O)c3ccncc3)cccc2C1=O,-9,0.2,-1,6,0,11,-11,-1
C[C@@H]1CN([C@H](C)CO)S(=O)(=O)c2ccc(C#CCN(C)C)cc2O[C@@H]1CN(C)S(=O)(=O)c1cccc(F)c1,-15,0.0,.,-21,.,.,.,3
CCOC(=O)CC(=O)Nc1ccn[nH]1,.,0.1,0,2,-1,28,.,.
CC(C)OC(=O)c1ccc(COC(=O)c2cnccn2)cc1,8,0.2,-1,-10,0,4,-8,-3
O=C(C[C@@H]1CC[C@@H]2[C@H](COC[C@H](O)CN2Cc2cccc(Cl)c2)O1)N1CCOCC1,-6,0.1,-1,0,-4,5,-1,-2
O=C(OCc1ccccc1)N1CCC2CC1c1cc(NCCc3ccccc3)ccc12 (configuration not stated),6,0.4,1,-15,0,-1,-2,-2
COC(=O)c1ccc(C(=O)OC)c(NC(=S)N2CCCCC2C)c1 (configuration not stated),10,0.1,.,5,.,.,0,-4
CCN(C(=O)CSc1nc(N)cc(N)n1)C1CCS(=O)(=O)C1 (configuration not stated),-8,0.0,5,-1,-5,-7,-1,.
O=C1C=C(C2OC(CO)C(O)C2O)C(=O)N1 (configuration not stated),17,.,2,-20,-1,-1,1,-6
COc1ccc(NC(=O)CCNC(=O)N2CC(=O)Nc3ccccc32)cc1,4,0.0,1,16,.,3,0,1
CCc1cccc(NC(=O)C2CCCN(S(=O)(=O)c3cnc[nH]3)C2)c1 (configuration not stated),10,0.0,2,9,-2,-2,-1,-5
CN(C)CC(=O)Nc1ccc2c(c1)[C@@H]1C[C@@H](CC(=O)NCc3ccc(Cl)cc3)O[C@@H](CO)[C@@H]1O2,2,0.0,4,-8,-3,3,6,2
CN(C)c1ccc(CC(=O)N2CCCC(c3cc(C(=O)Nc4ccc5c(c4)OCO5)no3)C2)cc1 (configuration not stated),12,0.1,-3,2,.,-6,2,-9
COc1ccccc1C#Cc1ccc([C@H]2[C@@H](C#N)N(C(=O)C3CCCC3)[C@@H]2CO)cc1,.,0.1,3,-11,10,-8,.,-17
C[C@@H]1CN([C@@H](C)CO)C(=O)c2cc(NC(=O)NC3CCCCC3)ccc2O[C@H]1CN(C)Cc1ccc(C(F)(F)F)cc1,-103,3.4,-1,21,6,7,-1,-6
CCOc1ccc(C(=O)NCC(=O)OCCCC(=O)c2ccc(F)cc2)cc1OCC,1,0.0,-7,-18,-3,-4,-1,.
CCCCOc1ccc(C(=O)OCC(=O)N2CCOCC2)cc1,34,0.3,1,-8,0,-2,0,9
COc1cc(CN2CCc3ccc(NC(=O)CCc4ccccc4OC)cc3C2)ccc1O,11,0.0,0,11,-2,-1,0,.
CCOc1ccc(CCN2CN(C3CCCCC3)CNC2=S)cc1OCC,.,0.0,1,.,-4,-6,.,3
Cc1cc(C)n(CC(=O)c2ccc(Cl)cc2)n1,20,0.0,0,4,-7,2,10,-3
Cc1ccccc1NC(=O)Nc1ccc2c(c1)C(=O)N(C)[C@@H]1CC[C@@H](CC(=O)NCC3CC3)O[C@@H]1CO2,-7,0.2,3,-11,-2,9,53,2
COc1cc(C(=O)c2cc3c(cc2C)OCO3)cc(OC)c1OC,-69,0.9,0,-15,0,3,5,-8
CCOc1ccc(N(CC(=O)N2CCN(Cc3ccccc3)CC2)S(C)(=O)=O)cc1,-1,0.1,1,-7,-2,8,-1,-24
Cc1noc(C)c1S(=O)(=O)N(C)C[C@@H]1Oc2ccc(NC(=O)Nc3ccccc3)cc2CC(=O)N([C@@H](C)CO)C[C@@H]1C,-29,-0.9,.,-24,.,.,.,-1
C[C@@H]1CCCCO[C@@H](CN(C)C(=O)C2CCCCC2)[C@@H](C)CN([C@@H](C)CO)C(=O)c2cc(NC(=O)c3ccncc3)ccc2O1,29,-0.1,-3,1,0,-12,-1,1
COc1cc(NC(=O)CN2C(=O)NC3(CCOc4ccccc43)C2=O)cc(OC)c1 (configuration not stated),-2,0.0,4,16,0,-3,0,1
O=C(/C=C/c1ccccc1)NCC(=O)N/N=C/c1cccs1,17,0.1,2,-13,8,-4,5,-6
O=C1c2ccccc2NC(c2ccco2)N1NS(=O)(=O)c1ccccc1 (configuration not stated),.,0.0,3,13,-2,1,.,2
CC(C)(C)Cc1c(-c2ccc(Cl)cc2)nc2c(Cl)cc(C(F)(F)F)cn12,38,-0.2,1,10,10,4,-1,9
O=C(O)c1cc(N/N=C/C=C/c2ccccc2[N+](=O)[O-])ccc1Cl,-5,-0.2,-1,-62,5,-3,-1,9
CNC[C@@H]1OCCCC[C@@H](C)Oc2ccc(NS(=O)(=O)c3ccc(C)cc3)cc2C(=O)N([C@H](C)CO)C[C@H]1C,11,0.1,1,-7,3,-8,9,2
Nc1nc(CSC(=S)N2CCOCC2)nc(Nc2ccc(F)cc2)n1,-2,0.0,3,-59,-7,5,-15,4
O=C1[C@@H]2Cc3c([nH]c4ccccc34)C(c3cccc([N+](=O)[O-])c3)N2C(=O)CN1C1CCN(Cc2ccccc2)CC1 (some centres not stated),2,0.0,1,11,-3,-2,2,.
CN(Cc1ccccc1)C(=O)C1CCCN(c2ncnc3c2nc2n3CCCCC2)C1 (configuration not stated),-2,0.0,1,-10,-2,-1,1,14
NC(Cc1ccccc1)C(O)(c1ccccc1)c1ccccc1 (configuration not stated),.,-0.1,-3,15,-6,-5,.,3
O=C([C@H]1[C@H](CO)[C@H]2Cn3c(ccc(C4=CCCCC4)c3=O)[C@@H]1N2)N1CCC(Cc2ccccc2)CC1,-2,0.1,-1,13,-22,6,1,-10
CCN(CC)S(=O)(=O)c1ccc(C(C)NCC(=O)Nc2ccccc2C(=O)NC2CC2)cc1 (configuration not stated),-17,0.0,-1,-13,2,-2,0,7
O=C(O)c1ccc(Oc2ccc(C(F)(F)F)cn2)cc1,.,0.0,-1,-52,2,4,.,-9
C[C@@H]1CCCCO[C@@H](CN(C)C(=O)C2CCCCC2)[C@H](C)CN([C@H](C)CO)C(=O)c2cc(NC(=O)Nc3ccc(F)cc3)ccc2O1,.,0.0,-2,-17,2,-31,0,-5
CC(C)NC(=O)NCC[C@@H]1CC[C@H](NC(=O)CCN2CCCCC2)[C@H](CO)O1,-9,-0.4,0,24,3,-6,0,-3
Cc1nn(C)c(C)c1Nc1ccc(N2C(=O)C3C4C=CC(C4)C3C2=O)cc1[N+](=O)[O-] (configuration not stated),.,-0.1,1,2,-7,0,.,4
COCCNC(=O)CCCn1c(=O)c2cc(OC)c(OC)cc2n(CC(=O)Nc2ccccc2OC)c1=O,1,-0.1,.,1,1,3,.,-10
COc1ccc(-c2coc3c(C(=O)NCc4ccco4)cccc23)c(C)c1,7,0.0,0,19,.,-16,0,-3
O=C(Nc1nncs1)C1CCCC1,.,-0.2,-3,13,-6,2,.,.
CCOC(=O)Nc1cccc(NC(=O)c2ccccc2F)c1,-6,0.5,-1,.,1,1,0,.
CCOc1ccc(/C=N/Nc2nc(N3CCCC3)nc(N3CCCC3)n2)cc1OC,-4,.,0,9,1,0,-1,-2
CCOC(=O)C1CCN(C(=O)Nc2ccc(OCc3ccccc3)cc2)CC1,.,0.0,4,-10,7,-2,-1,1
COc1ccc(CN(C)C[C@H]2Oc3ccc(NC(=O)C4CCCCC4)cc3CC(=O)N([C@H](C)CO)C[C@H]2C)cc1,2,0.3,6,9,1,-4,-2,-11
COc1cc(-c2cc(-c3nnco3)c3ccccc3n2)cc(OC)c1OC,.,0.0,-3,12,-1,-1,.,6
C[C@@H]1CN([C@@H](C)CO)C(=O)c2cc(NC(=O)C3CCCCC3)ccc2O[C@@H]1CN(C)Cc1ccc(C(F)(F)F)cc1,.,0.0,0,10,11,4,-1,1
O=C(Nc1cccc(S(=O)(=O)Nc2ccc(Cl)cc2)c1)c1ccc(Cl)nc1,.,0.0,-5,17,0,2,.,.
COCCN1Cc2cc(C(=O)OC)c3c(c2C1=O)c1cc(OC)ccc1n3S(=O)(=O)c1ccc(F)cc1,.,0.3,-5,-9,.,-5,.,.
CCCS(=O)(=O)NC(=O)C1(C)CCN(C(=O)c2ccco2)C1 (configuration not stated),7,-0.1,-1,2,.,0,0,4
O=C(N[C@@H]1CC[C@H](CCNC(=O)C2CCCCC2)O[C@H]1CO)c1ccccn1,5,-0.1,-1,15,10,26,-1,9
COc1ccc(CC(=O)OCC(=O)NC(=O)NC2CCCC2)cc1,1,0.4,-7,11,2,-3,2,.
Cc1cccc(N2CCN(CC3CCCCC3)CC2)c1C,2,0.1,0,-3,-31,1,-1,?
CCOc1ccc(OCCCCn2ccnc2)cc1,.,0.0,2,-16,-2,2,.,.
O=C(CSc1cccc(C(F)(F)F)c1)NCc1ccccc1,.,0.0,-1,8,.,-6,.,.
C[C@@H]1CCCCO[C@H](CN(C)S(=O)(=O)c2ccc(Cl)cc2)[C@@H](C)CN([C@@H](C)CO)C(=O)c2cc(NS(=O)(=O)c3ccc(Cl)cc3)ccc2O1,.,0.1,2,15,11,-7,.,-1
COC(=O)C1=C(C)N(CCCC(=O)O)C(=O)NC1c1ccc2c(c1)OCO2 (configuration not stated),-11,0.0,.,13,.,-4,0,-13
CCC1(c2ccc(Cl)cc2)NC(=O)N(CC(=O)NC2CCCCCC2)C1=O (configuration not stated),8,0.0,-3,9,-1,4,11,.
C[C@H]1CN([C@@H](C)CO)C(=O)Cc2cc(NC(=O)CCN3CCOCC3)ccc2O[C@@H]1CN(C)C(=O)Nc1ccc2c(c1)OCO2,-6,0.0,-2,-16,0,-29,3,1
